From PubChem BioAssay
NSD2 inh: blocks human NSD2 histone methyltransferase activity; O96028; NSD2-SET H3K36me1 DELFIA fluorescence, biochemical; inhibition, % at 12.5 µM; 0.07% of 44,000 active; in the data active = inhibition above about 54%, passing the limit was not always enough;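 note: inhibitors reduce the monomethyl H3K36 fluorescence signal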
Target sequence (O96028 whole entry, looked up): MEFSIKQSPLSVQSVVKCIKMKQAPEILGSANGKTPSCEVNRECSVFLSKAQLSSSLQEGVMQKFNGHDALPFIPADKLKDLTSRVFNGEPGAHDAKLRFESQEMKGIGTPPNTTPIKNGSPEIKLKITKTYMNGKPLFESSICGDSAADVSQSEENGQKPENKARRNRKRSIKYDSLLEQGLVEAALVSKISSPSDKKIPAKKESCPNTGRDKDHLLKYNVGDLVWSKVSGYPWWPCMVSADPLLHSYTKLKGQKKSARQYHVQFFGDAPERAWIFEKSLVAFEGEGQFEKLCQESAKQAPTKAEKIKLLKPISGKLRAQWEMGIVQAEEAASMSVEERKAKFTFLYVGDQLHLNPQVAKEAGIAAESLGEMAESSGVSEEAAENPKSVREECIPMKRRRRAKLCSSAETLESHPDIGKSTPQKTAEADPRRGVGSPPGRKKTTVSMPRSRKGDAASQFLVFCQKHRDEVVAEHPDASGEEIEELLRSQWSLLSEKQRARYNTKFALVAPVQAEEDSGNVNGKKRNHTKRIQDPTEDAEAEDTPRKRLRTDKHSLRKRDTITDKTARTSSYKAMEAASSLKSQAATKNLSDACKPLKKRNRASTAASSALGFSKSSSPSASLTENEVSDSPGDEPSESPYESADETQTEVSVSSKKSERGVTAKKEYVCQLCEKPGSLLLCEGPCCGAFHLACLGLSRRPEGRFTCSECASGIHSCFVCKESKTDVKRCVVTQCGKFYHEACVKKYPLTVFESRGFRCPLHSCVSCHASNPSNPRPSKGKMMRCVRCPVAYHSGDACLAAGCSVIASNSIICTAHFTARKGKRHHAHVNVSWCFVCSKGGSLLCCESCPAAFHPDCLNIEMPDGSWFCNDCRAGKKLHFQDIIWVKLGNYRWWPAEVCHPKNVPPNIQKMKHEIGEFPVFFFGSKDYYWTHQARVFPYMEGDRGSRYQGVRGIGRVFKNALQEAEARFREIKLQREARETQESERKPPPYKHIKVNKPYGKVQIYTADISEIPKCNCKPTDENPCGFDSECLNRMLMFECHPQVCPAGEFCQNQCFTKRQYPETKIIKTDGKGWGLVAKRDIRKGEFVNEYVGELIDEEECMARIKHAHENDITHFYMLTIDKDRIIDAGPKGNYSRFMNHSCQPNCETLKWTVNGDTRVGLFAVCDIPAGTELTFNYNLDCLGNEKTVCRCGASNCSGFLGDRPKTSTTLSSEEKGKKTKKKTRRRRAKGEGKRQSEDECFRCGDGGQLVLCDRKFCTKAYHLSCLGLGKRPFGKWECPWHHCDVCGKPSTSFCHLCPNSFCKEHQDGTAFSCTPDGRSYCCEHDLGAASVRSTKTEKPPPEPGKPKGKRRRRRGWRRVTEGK
Numbers without * were called inactive. The list is partial. The share of hits here may be higher or lower than overall.

SMILES	NSD2 inh
COc1ccc(NC(=O)Nc2ccc3c(c2)C(=O)N([C@H](C)CO)C[C@H](C)[C@@H](CN(C)C(=O)CCC(F)(F)F)OCCCC[C@H](C)O3)cc1	1
COc1ccc(CN(C)C[C@H]2OCCCC[C@H](C)Oc3ccc(NC(=O)Cc4ccccc4)cc3C(=O)N([C@H](C)CO)C[C@H]2C)cc1	3
CCS(=O)(=O)N[C@H]1C=C[C@@H](CC(=O)Nc2ccc(-c3ccccc3)cc2)O[C@H]1CO	11
Cc1cc(C(=O)Nc2cccc3c2O[C@H](CN(C)Cc2ccc(C(=O)O)cc2)[C@@H](C)CN([C@@H](C)CO)C3=O)n(C)n1	5
COc1ccc(-c2cnc3c(c2)C(=O)N([C@@H](C)CO)C[C@@H](C)[C@@H](CN(C)Cc2cccnc2)O3)cc1	-3
CCCC#Cc1cnc2c(c1)C(=O)N([C@H](C)CO)C[C@H](C)[C@@H](CN(C)Cc1cccnc1)O2	24
C[C@H]1CN([C@@H](C)CO)C(=O)Cc2cc(NC(=O)Nc3ccc(F)cc3)ccc2O[C@H]1CN(C)C(=O)Nc1cccc2ccccc12	-2
C[C@H](CO)N1C[C@H](C)[C@H](CN(C)CC2CCCCC2)Oc2ccc(NC(=O)c3ccncc3)cc2CC1=O	2
O=C(CCCCCCC(=O)Nc1ccccc1O)N/N=C/c1ccccc1	0
S=c1nn[nH]n1CCc1ccc(Cl)cc1	-15
Cc1ccc(S(=O)(=O)Nc2ccc3c(c2)CC(=O)N([C@@H](C)CO)C[C@@H](C)[C@H](CN(C)C(=O)Nc2ccc4c(c2)OCO4)O3)cc1	-6
C[C@H](CO)N1C[C@H](C)[C@H](CN(C)C(=O)Nc2cccc3ccccc23)Oc2ccc(NC(=O)Nc3ccccc3)cc2C1=O	-9
C[C@H](CO)N1C[C@H](C)[C@@H](CN(C)C(=O)c2ccccc2F)Oc2ncc(C#Cc3ccc(F)cc3)cc2C1=O	4
Cc1noc(C)c1NC(=O)N(C)C[C@H]1OCc2ccccc2-c2ccccc2C(=O)N([C@@H](C)CO)C[C@@H]1C	-3
COc1ccc([C@H]2OC[C@H]3[C@@H]2CO[C@@H]3c2ccc(O[C@@H]3O[C@H](CO)C(O)[C@H](O)[C@H]3O)c(OC)c2)cc1OC (some centres not stated)	-1
C[C@@H]1CN([C@@H](C)CO)C(=O)c2cc(-c3cncnc3)cnc2O[C@@H]1CN(C)C(=O)CN1CCOCC1	1
C[C@@H]1CN([C@H](C)CO)C(=O)c2cccc(NC(=O)NC3CCCCC3)c2O[C@@H]1CN(C)Cc1ccc(Oc2ccccc2)cc1	-1
Cc1ccc(S(=O)(=O)N(C)C[C@@H]2Oc3cc(C#CC4CCCC4)ccc3S(=O)(=O)N([C@H](C)CO)C[C@@H]2C)cc1	4
COc1ccc(NC(=O)Nc2ccc3c(c2)C(=O)N([C@@H](C)CO)C[C@H](C)[C@@H](CN(C)C(=O)Nc2c(C)noc2C)OCCCC[C@H](C)O3)cc1	-2
C[C@@H]1CCCCO[C@@H](CN(C)Cc2ccccc2)[C@H](C)CN([C@H](C)CO)C(=O)c2cc(NC(=O)Nc3cccc4ccccc34)ccc2O1	8
CC(C)CC#Cc1cnc2c(c1)C(=O)N([C@@H](C)CO)C[C@@H](C)[C@H](CN(C)C(=O)NC1CCCC1)O2	1
CC(C)CC#Cc1ccc2c(c1)O[C@H](CN(C)C(=O)NC(C)C)[C@@H](C)CN([C@@H](C)CO)S2(=O)=O	-1
COc1ccc(S(=O)(=O)Nc2cccc3c2O[C@H](CN(C)S(=O)(=O)c2ccc(C)cc2)[C@@H](C)CN([C@H](C)CO)C3=O)cc1	0
CC(=O)N1N=C(c2ccc(C(C)(C)C)cc2)OC1(C)C	-10
COc1ccc(S(=O)(=O)N(C)C[C@@H]2Oc3c(NC(=O)Nc4cccc5ccccc45)cccc3C(=O)N([C@@H](C)CO)C[C@H]2C)cc1	0
C[C@H]1CN([C@@H](C)CO)C(=O)c2cc(NC(=O)Cc3ccccc3)ccc2O[C@@H]1CN(C)Cc1ccc2c(c1)OCO2	1
C[C@@H]1CCCCO[C@H](CN(C)S(=O)(=O)c2ccccc2)[C@@H](C)CN([C@H](C)CO)C(=O)c2cc(N(C)C)ccc2O1	0
C[C@H](CO)N1C[C@H](C)[C@H](CN(C)CC2CC2)OCCCC[C@H](C)Oc2ccc(NS(=O)(=O)c3ccc(F)cc3)cc2C1=O	2
C[C@H]1CN([C@@H](C)CO)C(=O)CCCn2cc(nn2)CO[C@H]1CN(C)C(=O)CCC(F)(F)F	-9
Cc1noc(C)c1NC(=O)Nc1ccc2c(c1)C(=O)N([C@H](C)CO)C[C@H](C)[C@@H](CN(C)Cc1ccc(C(=O)O)cc1)O2	3
Cc1ccc(S(=O)(=O)Nc2ccc3c(c2)CC(=O)N([C@@H](C)CO)C[C@@H](C)[C@H](CN(C)Cc2ccc(C(=O)Nc4ccccc4N)cc2)O3)cc1	-1
CCSC1=C(C#N)C(=O)NC(C(C)C)S1 (configuration not stated)	2
CS(=O)(=O)Nc1ccc2c(c1)[C@@H]1C[C@@H](CC(=O)NCc3ccncc3)O[C@@H](CO)[C@@H]1O2	1
CC(C)CC#Cc1ccc2c(c1)O[C@H](CN(C)Cc1cncnc1)[C@H](C)CN([C@@H](C)CO)S2(=O)=O	-5
C[C@H]1CN([C@@H](C)CO)S(=O)(=O)c2ccc(C#CCN(C)C)cc2O[C@@H]1CN(C)Cc1ccncc1	-1
C[C@H](CO)N1C[C@H](C)[C@H](CN(C)S(C)(=O)=O)Oc2ncc(C#Cc3ccc(F)cc3)cc2C1=O	-3
FC(F)(F)c1ccccc1-n1ccnc1	3
C[C@@H]1CN([C@H](C)CO)C(=O)c2cc(NS(=O)(=O)c3cccs3)ccc2O[C@@H]1CN(C)S(=O)(=O)c1cccs1	4
CCCCC/C=C/C=C/C(O)CCCCCCCC(=O)O (configuration not stated)	-3
CNC[C@H]1Oc2ccc(NC(=O)NC(C)C)cc2CC(=O)N([C@H](C)CO)C[C@H]1C	5
C[C@H](CO)N1C[C@H](C)[C@@H](CN(C)Cc2ccc(C(=O)O)cc2)OCCCC[C@H](C)Oc2ccc(NC(=O)CCCN(C)C)cc2C1=O	2
C[C@H]1CN([C@@H](C)CO)S(=O)(=O)c2ccc(-c3ccc(C(=O)N(C)C)cc3)cc2O[C@@H]1CN(C)C(=O)C1CCCCC1	0
COc1ccc(Cn2c(=O)c3[nH]cnc3n(-c3cc(S(C)=O)ccc3C)c2=O)cc1 (configuration not stated)	-2
Cc1noc(C)c1NC(=O)Nc1ccc2c(c1)C(=O)N([C@H](C)CO)C[C@H](C)[C@@H](CN(C)C(=O)Nc1c(C)noc1C)OCCCC[C@H](C)O2	4
CC(C)CC#Cc1cnc2c(c1)C(=O)N([C@H](C)CO)C[C@@H](C)[C@@H](CN(C)C(=O)c1cccnc1)O2	-3
C[C@H](CO)N1C[C@H](C)[C@@H](CN(C)C(=O)Nc2ccc(F)cc2)Oc2c(NC(=O)NC3CCCCC3)cccc2C1=O	-29
C[C@@H]1CN([C@H](C)CO)C(=O)c2cccc(NC(=O)Nc3ccc(F)cc3)c2O[C@H]1CN(C)C(=O)Nc1ccc2c(c1)OCO2	-4
COCC(=O)N(C)C[C@@H]1Oc2cc(C#CCC(C)C)ccc2S(=O)(=O)N([C@H](C)CO)C[C@@H]1C	-4
C[C@@H]1CN([C@@H](C)CO)C(=O)CCCn2nncc2CO[C@H]1CN(C)Cc1ccc(Cl)c(Cl)c1	-4
CNC[C@H]1Oc2cc(C#Cc3ccc(OC)cc3)ccc2S(=O)(=O)N([C@H](C)CO)C[C@@H]1C	16

Other structures:
SMILES	NSD2 inh
O=C(C[C@@H]1C[C@H]2c3cc(NC(=O)c4ccc5c(c4)OCO5)ccc3O[C@H]2[C@H](CO)O1)NCC(F)(F)F	2
C[C@@H]1CN([C@@H](C)CO)C(=O)c2cc(NS(=O)(=O)c3ccc(F)cc3)ccc2O[C@@H](C)CCCCO[C@@H]1CN(C)Cc1ccc(C(F)(F)F)cc1	-8
C[C@@H]1CCCCO[C@@H](CN(C)Cc2ccc(C(=O)O)cc2)[C@@H](C)CN([C@@H](C)CO)C(=O)c2cc(NC(=O)Nc3ccc(C(F)(F)F)cc3)ccc2O1	-8
CC(C)NC(=O)N(C)C[C@H]1Oc2ccc(NC(=O)NC3CCCCC3)cc2CC(=O)N([C@H](C)CO)C[C@H]1C	-2
CC(C)NC(=O)Nc1ccc2c(c1)C(=O)N([C@@H](C)CO)C[C@@H](C)[C@H](CN(C)Cc1ccc(C(F)(F)F)cc1)OCCCC[C@@H](C)O2	-4
Cc1noc(C)c1S(=O)(=O)N(C)C[C@@H]1OCCCC[C@@H](C)Oc2ccc(NC(=O)c3ccccc3)cc2C(=O)N([C@@H](C)CO)C[C@H]1C	1
C[C@@H]1CCCCO[C@@H](CN(C)S(=O)(=O)c2cccs2)[C@H](C)CN([C@H](C)CO)C(=O)c2cc(NC(=O)CCCN(C)C)ccc2O1	2
Cc1ccc(-c2cnc3c(c2)C(=O)N([C@@H](C)CO)C[C@H](C)[C@@H](CN(C)CC2CCOCC2)O3)cc1	8
C[C@H]1CN([C@@H](C)CO)C(=O)Cc2cc(NC(=O)Cc3ccccc3)ccc2O[C@H]1CN(C)Cc1ccc(C(F)(F)F)cc1	-15
COc1ccc(NC(=O)N(C)C[C@@H]2Oc3ccc(NC(=O)Cc4cn(C)c5ccccc45)cc3CC(=O)N([C@@H](C)CO)C[C@@H]2C)cc1	-1
C[C@@H]1CCCCO[C@@H](CN(C)C(=O)Nc2cccc3ccccc23)[C@@H](C)CN([C@@H](C)CO)C(=O)c2cc(NC(=O)Nc3ccc(C(F)(F)F)cc3)ccc2O1	-12
C[C@H](CO)N1C[C@H](C)[C@H](CN(C)S(=O)(=O)c2ccc(C#N)cc2)OCc2ccccc2-c2c(n(C)c3ccccc23)C1=O	-3
Cc1noc(C)c1NC(=O)N(C)C[C@H]1OCCCC[C@@H](C)Oc2ccc(NC(=O)c3ccccc3)cc2C(=O)N([C@H](C)CO)C[C@H]1C	1
COc1ccc(CN(C)C[C@@H]2Oc3ccc(NC(=O)Nc4ccc(OC)cc4)cc3C(=O)N([C@@H](C)CO)C[C@@H]2C)cc1	-3
C[C@H](CO)N1C[C@H](C)[C@H](CN(C)Cc2ccc(C(F)(F)F)cc2)OCCCC[C@H](C)Oc2ccc(NC(=O)Nc3ccccc3)cc2C1=O	-4
Cc1ccc(S(=O)(=O)N(C)C[C@@H]2Oc3ccc(NC(=O)Cc4cn(C)c5ccccc45)cc3CC(=O)N([C@H](C)CO)C[C@H]2C)cc1	0
COc1ccc(NC(=O)N(C)C[C@H]2Oc3ccc(NS(=O)(=O)c4ccc(C)cc4)cc3C(=O)N([C@@H](C)CO)C[C@@H]2C)cc1	1
COc1ccc2cc(C(C)C(=O)O)ccc2c1 (configuration not stated)	0
Cc1ncc(CO)c(/C=N/NC(=O)c2ccccn2)c1O	-3
Cc1noc(C)c1NC(=O)Nc1ccc2c(c1)C(=O)N([C@H](C)CO)C[C@@H](C)[C@H](CN(C)C(=O)Nc1c(C)noc1C)O2	-2
C[C@H]1CCCCO[C@@H](CN(C)C(=O)c2ccccc2)[C@@H](C)CN([C@@H](C)CO)C(=O)c2cc(NC(=O)Nc3ccc(C(F)(F)F)cc3)ccc2O1	-7
O=C(NCc1ccccc1)C1=C[C@@H](c2cccs2)C[C@@H](OCc2ccc(CO)cc2)O1	4
C[C@H](CO)N1C[C@H](C)[C@@H](CN(C)CC2CCCC2)Oc2ncc(-c3ccc(C#N)cc3)cc2C1=O	-1
C[C@@H]1CCCCO[C@@H](CN(C)CC2CCCCC2)[C@@H](C)CN([C@H](C)CO)C(=O)c2cc(NS(=O)(=O)c3cccs3)ccc2O1	-6
C[C@H](CO)N1C[C@H](C)[C@H](CN(C)C(=O)Nc2cccc3ccccc23)Oc2ncc(C#Cc3cccc(F)c3)cc2C1=O	-8
COc1ccc(NC(=O)Nc2ccc3c(c2)CC(=O)N([C@@H](C)CO)C[C@H](C)[C@H](CN(C)C(=O)NC(C)C)O3)cc1	3
C[C@H]1CN([C@@H](C)CO)C(=O)CCCn2nncc2CO[C@H]1CN(C)CC1CCCC1	16
COCC#Cc1ccc2c(c1)O[C@H](CN(C)Cc1cncnc1)[C@@H](C)CN([C@H](C)CO)S2(=O)=O	0

Among those listed so far, these contain a CF3 group:
SMILES	NSD2 inh
COc1ccc(NC(=O)Nc2ccc3c(c2)C(=O)N([C@H](C)CO)C[C@H](C)[C@@H](CN(C)C(=O)CCC(F)(F)F)OCCCC[C@H](C)O3)cc1	1
C[C@H]1CN([C@@H](C)CO)C(=O)CCCn2cc(nn2)CO[C@H]1CN(C)C(=O)CCC(F)(F)F	-9
FC(F)(F)c1ccccc1-n1ccnc1	3
O=C(C[C@@H]1C[C@H]2c3cc(NC(=O)c4ccc5c(c4)OCO5)ccc3O[C@H]2[C@H](CO)O1)NCC(F)(F)F	2
C[C@@H]1CN([C@@H](C)CO)C(=O)c2cc(NS(=O)(=O)c3ccc(F)cc3)ccc2O[C@@H](C)CCCCO[C@@H]1CN(C)Cc1ccc(C(F)(F)F)cc1	-8
C[C@@H]1CCCCO[C@@H](CN(C)Cc2ccc(C(=O)O)cc2)[C@@H](C)CN([C@@H](C)CO)C(=O)c2cc(NC(=O)Nc3ccc(C(F)(F)F)cc3)ccc2O1	-8
CC(C)NC(=O)Nc1ccc2c(c1)C(=O)N([C@@H](C)CO)C[C@@H](C)[C@H](CN(C)Cc1ccc(C(F)(F)F)cc1)OCCCC[C@@H](C)O2	-4
C[C@H]1CN([C@@H](C)CO)C(=O)Cc2cc(NC(=O)Cc3ccccc3)ccc2O[C@H]1CN(C)Cc1ccc(C(F)(F)F)cc1	-15
C[C@@H]1CCCCO[C@@H](CN(C)C(=O)Nc2cccc3ccccc23)[C@@H](C)CN([C@@H](C)CO)C(=O)c2cc(NC(=O)Nc3ccc(C(F)(F)F)cc3)ccc2O1	-12
C[C@H](CO)N1C[C@H](C)[C@H](CN(C)Cc2ccc(C(F)(F)F)cc2)OCCCC[C@H](C)Oc2ccc(NC(=O)Nc3ccccc3)cc2C1=O	-4
C[C@H]1CCCCO[C@@H](CN(C)C(=O)c2ccccc2)[C@@H](C)CN([C@@H](C)CO)C(=O)c2cc(NC(=O)Nc3ccc(C(F)(F)F)cc3)ccc2O1	-7
